Screening results as filed in PubChem BioAssay.
PAFAH1B2 inh: inhibitors of human PAFAH1B2; P68402; recombinant PAFAH1B2, FP-rhodamine activity probe, fluorescence polarization; inhibition, % at 3.39 µM; 340,000 compounds, 1.2% hits; AID 492953;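 active means inhibition above the mean of all tested compounds plus 3 SD, cut at about 24% in these data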;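 further: 0% = enzyme with DMSO and 100% = wells lacking PAFAH1B2; many of its hits are not listed in these tables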
Target sequence (P68402 whole entry, looked up): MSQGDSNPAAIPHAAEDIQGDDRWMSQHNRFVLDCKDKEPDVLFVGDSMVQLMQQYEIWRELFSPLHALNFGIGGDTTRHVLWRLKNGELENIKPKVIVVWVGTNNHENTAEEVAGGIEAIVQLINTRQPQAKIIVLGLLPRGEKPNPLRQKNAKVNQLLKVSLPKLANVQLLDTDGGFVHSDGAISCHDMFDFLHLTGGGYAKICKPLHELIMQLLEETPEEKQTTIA
PAFAH2 FP inh: PAFAH2 (human) inhibition | AID 492956 | 340,000 compounds, 0.99% hits | recombinant PAFAH2, FP-rhodamine activity probe, fluorescence polarization | inhibition, % at 3.39 µM | Q99487;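 active means inhibition above the mean over all tested compounds plus 3 SD, cut at about 30% in these data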;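 further: inhibitors block probe labeling of enzyme so polarization drops; 0% = enzyme with DMSO and 100% = wells lacking PAFAH2 protein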
PAFAH1B3 inh: PAFAH1B3 (human) inhibition; Q15102; recombinant PAFAH1B3, FP-rhodamine probe, fluorescence polarization; inhibition, % at 3.39 µM; 340,000 compounds, 0.28% hits; AID 492972;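 active means inhibition above the screen-wide average of all tested compounds plus 3 SD, cut at about 25% in these data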;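 further: 0% = enzyme with DMSO only and 100% = wells lacking PAFAH1B3 protein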
Target sequence (Q15102 whole entry, looked up): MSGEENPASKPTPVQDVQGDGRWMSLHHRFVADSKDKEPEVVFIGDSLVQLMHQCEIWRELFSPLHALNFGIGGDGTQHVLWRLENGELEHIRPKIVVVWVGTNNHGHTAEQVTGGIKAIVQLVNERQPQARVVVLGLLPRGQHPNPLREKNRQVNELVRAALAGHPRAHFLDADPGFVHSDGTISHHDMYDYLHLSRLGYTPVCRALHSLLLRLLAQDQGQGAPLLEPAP
The depositor's hits bear a star.

How did CC[N+]1(C)CCC(O)(c2ccc(OC)cc2)C(C(=O)c2ccc(OC)cc2)C1 (stereo not drawn) do in these assays?
PAFAH1B2 inh: 4; PAFAH2 FP inh: -5; PAFAH1B3 inh: 13

How did Cc1cccc2sc(NC(=O)CCNC(=O)c3ccco3)nc12 do in these assays?
PAFAH1B2 inh: 5; PAFAH2 FP inh: 5; PAFAH1B3 inh: 7

How did CCCC(=O)NCCc1cc2cc(C)c(C)cc2[nH]c1=O do in these assays?
PAFAH1B2 inh: 3; PAFAH2 FP inh: 4; PAFAH1B3 inh: 7

How did Cc1cccc(NC(=O)c2cc(-c3ccc(C)c(C)c3O)n[nH]2)c1 do in these assays?
PAFAH1B2 inh: -2; PAFAH2 FP inh: -8; PAFAH1B3 inh: -8

How did CC(=O)N/C(=C\c1ccccc1)C(=O)OCc1ccc(F)cc1 do in these assays?
PAFAH1B2 inh: -4; PAFAH2 FP inh: 0; PAFAH1B3 inh: 6

Results for CN(Cc1ccccc1)C(=O)COC(=O)c1ccc(-n2cnnn2)cc1 ?
PAFAH1B2 inh: -1; PAFAH2 FP inh: 17; PAFAH1B3 inh: 1

What do the screens show for `Cc1ccc(-n2ncc(Br)c(Br)c2=O)cc1`?
PAFAH1B2 inh: 2; PAFAH2 FP inh: 3; PAFAH1B3 inh: -33

How did COc1ccc(-c2nc(-c3ccc(O)cc3O)cs2)cc1OC do in these assays?
PAFAH1B2 inh: 6; PAFAH2 FP inh: 6; PAFAH1B3 inh: 4

What do the screens show for `CN(N=Cc1cccc2cccnc12)c1ccc([N+](=O)[O-])cc1[N+](=O)[O-]`?
PAFAH1B2 inh: 5; PAFAH2 FP inh: 6; PAFAH1B3 inh: 6

Results for COCCN(C(=O)COC(=O)C12CC3CC(CC(C3)C1)C2)c1c(N)n(Cc2ccccc2)c(=O)[nH]c1=O ?
PAFAH1B2 inh: 11; PAFAH2 FP inh: 6; PAFAH1B3 inh: -4

How did S=C1NC[C@H](Cc2ccccc2)N1CC1CCN(CCCC2CCCC2)CC1 do in these assays?
PAFAH1B2 inh: 5; PAFAH2 FP inh: 0; PAFAH1B3 inh: 12

How did CCOc1ccccc1-c1c2cc(O)c(=O)cc-2oc2cc(O)c(O)cc12 do in these assays?
PAFAH1B2 inh: 112*; PAFAH2 FP inh: 127*; PAFAH1B3 inh: 119*

What do the screens show for `Cc1ccc(Cl)cc1NC(=S)N1CCCCCC1`?
PAFAH1B2 inh: 4; PAFAH2 FP inh: 2; PAFAH1B3 inh: 0

What do the screens show for `COc1cc(/C=C2\C(=N)N3N=CSC3=NC2=O)ccc1OS(=O)(=O)c1ccccc1`?
PAFAH1B2 inh: 12; PAFAH2 FP inh: -6; PAFAH1B3 inh: 8

How did CC(C)C[C@@H](CN)NC(=O)c1nc[nH]c1C(=O)N[C@@H](Cc1ccccc1)C(=O)CNC[C@H](C)NC(=O)c1nc[nH]c1C(=O)N[C@@H](CC(=O)O)C(=O)O do in these assays?
PAFAH1B2 inh: 6; PAFAH2 FP inh: -2; PAFAH1B3 inh: 2

Results for COc1ccc(C(CNC(=O)c2cccc(NS(=O)(=O)c3ccccc3)c2)N2CCCC2)cc1 (stereo not drawn) ?
PAFAH1B2 inh: 7; PAFAH2 FP inh: 4; PAFAH1B3 inh: 13

How did Cc1ccc(S(=O)(=O)Nc2ccc3ncccc3c2[N+](=O)[O-])cc1 do in these assays?
PAFAH1B2 inh: 7; PAFAH2 FP inh: 7; PAFAH1B3 inh: 9

Results for Cc1ccc(NC(=O)c2cc(S(=O)(=O)N3CCOCC3)ccc2Cl)cc1S(=O)(=O)N1CCOCC1 ?
PAFAH1B2 inh: 8; PAFAH2 FP inh: -2; PAFAH1B3 inh: 4

What do the screens show for `COC(=O)[C@@H](Cc1ccccc1)NC(=O)CC[C@H]1O[C@@H](n2cc(C)c(=O)[nH]c2=O)C[C@@H]1O`?
PAFAH1B2 inh: 5; PAFAH2 FP inh: -5; PAFAH1B3 inh: 0

Results for Cn1c(=O)[nH]c(=O)c2c1nc(OC(=O)c1ccccc1)n2CC(O)COc1ccc(F)cc1 (stereo not drawn) ?
PAFAH1B2 inh: 3; PAFAH2 FP inh: -10; PAFAH1B3 inh: -1

How did CC1=C(C)C(=O)C(N2CCOCC2)=CC1=O do in these assays?
PAFAH1B2 inh: 2; PAFAH2 FP inh: -3; PAFAH1B3 inh: 0

What do the screens show for `COc1ccc(C(CNC(=O)c2ccc(C)c(S(=O)(=O)N3CCCCC3)c2)N2CCCC2)cc1` (stereo not drawn)?
PAFAH1B2 inh: 5; PAFAH2 FP inh: 2; PAFAH1B3 inh: 0

Results for Oc1ccc(Cl)cc1/C=C/c1ccc2cccc(O)c2n1 ?
PAFAH1B2 inh: 6; PAFAH2 FP inh: 6; PAFAH1B3 inh: 18

How did O=C(Nc1ccccc1)Nc1snnc1C(=O)Nc1cccc(O)c1 do in these assays?
PAFAH1B2 inh: -16; PAFAH2 FP inh: -35; PAFAH1B3 inh: -24

Results for COc1cccc(CC(NC(C)=O)C(=O)NC2CCN(c3c4c(nc5ncnn35)CCC4)CC2)c1 (stereo not drawn) ?
PAFAH1B2 inh: 3; PAFAH2 FP inh: 6; PAFAH1B3 inh: 10

What do the screens show for `CC(C)N1CCN(Cc2cccs2)CC1CCO` (stereo not drawn)?
PAFAH1B2 inh: 5; PAFAH2 FP inh: -3; PAFAH1B3 inh: 10

Results for CC1=CC(C)(C)N(C(=O)CSc2nnc(N)s2)c2c(C)cc(C)cc21 ?
PAFAH1B2 inh: 1; PAFAH2 FP inh: -7; PAFAH1B3 inh: 7

Results for Cc1ccc(S(=O)(=O)N2CCN(C(=O)COC(=O)CC(C)c3ccccc3)CC2)c(C)c1 (stereo not drawn) ?
PAFAH1B2 inh: 3; PAFAH2 FP inh: 2; PAFAH1B3 inh: 5

Results for COc1ccc(/C=C2\SC(=S)N(NS(=O)(=O)c3ccccc3)C2=O)c(OC)c1 ?
PAFAH1B2 inh: 2; PAFAH2 FP inh: 7; PAFAH1B3 inh: 5

Results for NC(=O)C1CCN(C(=O)C2CCN(C(=O)Nc3ccccc3)CC2)CC1 ?
PAFAH1B2 inh: 2; PAFAH2 FP inh: 3; PAFAH1B3 inh: 6

Random excerpt: 6 entries already listed
Results for CC1=CC(C)(C)N(C(=O)CSc2nnc(N)s2)c2c(C)cc(C)cc21 ?
PAFAH1B2 inh: 1; PAFAH2 FP inh: -7; PAFAH1B3 inh: 7

Results for COc1ccc(C(CNC(=O)c2cccc(NS(=O)(=O)c3ccccc3)c2)N2CCCC2)cc1 (stereo not drawn) ?
PAFAH1B2 inh: 7; PAFAH2 FP inh: 4; PAFAH1B3 inh: 13

Results for Cc1ccc(S(=O)(=O)N2CCN(C(=O)COC(=O)CC(C)c3ccccc3)CC2)c(C)c1 (stereo not drawn) ?
PAFAH1B2 inh: 3; PAFAH2 FP inh: 2; PAFAH1B3 inh: 5

What do the screens show for `CC(C)N1CCN(Cc2cccs2)CC1CCO` (stereo not drawn)?
PAFAH1B2 inh: 5; PAFAH2 FP inh: -3; PAFAH1B3 inh: 10

Results for Oc1ccc(Cl)cc1/C=C/c1ccc2cccc(O)c2n1 ?
PAFAH1B2 inh: 6; PAFAH2 FP inh: 6; PAFAH1B3 inh: 18

How did Cc1ccc(S(=O)(=O)Nc2ccc3ncccc3c2[N+](=O)[O-])cc1 do in these assays?
PAFAH1B2 inh: 7; PAFAH2 FP inh: 7; PAFAH1B3 inh: 9

The results go on:
How did Cc1nc(NC(=O)c2ccc(Br)o2)ccc1Br do in these assays?
PAFAH1B2 inh: -2; PAFAH2 FP inh: 3; PAFAH1B3 inh: 3

What do the screens show for `O=C(Nc1ccc(S(=O)(=O)N2CCOCC2)cc1)c1ccc(Cl)c([N+](=O)[O-])c1`?
PAFAH1B2 inh: 0; PAFAH2 FP inh: -2; PAFAH1B3 inh: 5

How did Cc1cc(C)n2nc(C(=O)Nc3cccc(S(=O)(=O)N4CCOCC4)c3)nc2n1 do in these assays?
PAFAH1B2 inh: 0; PAFAH2 FP inh: 11; PAFAH1B3 inh: 5

Results for CCOC(=O)c1csc(NC(=O)CSc2nnnn2-c2ccc(OCC)cc2)n1 ?
PAFAH1B2 inh: 2; PAFAH2 FP inh: -1; PAFAH1B3 inh: -7

Results for C[C@@H]1CN[C@@H](CCO)/C1=C\c1ccccc1 ?
PAFAH1B2 inh: 3; PAFAH2 FP inh: -1; PAFAH1B3 inh: 9

How did CCOc1ccc(C=NNC(=O)c2cccc3ccccc23)cc1OCC do in these assays?
PAFAH1B2 inh: 0; PAFAH2 FP inh: 4; PAFAH1B3 inh: 7

How did C#CCOCCOCCOCCNc1nc(N2CCN(C(=O)[C@H](CO)n3cc([C@@H](N)C(C)C)nn3)CC2)nc(N2CCN(C(=O)[C@H](CO)n3cc([C@@H](N)C(C)C)nn3)CC2)n1 do in these assays?
PAFAH1B2 inh: 9; PAFAH2 FP inh: -3; PAFAH1B3 inh: -1

Results for CN1C(=O)C(N=Nc2ccc([N+](=O)[O-])cc2)SC1=S (stereo not drawn) ?
PAFAH1B2 inh: 2; PAFAH2 FP inh: -4; PAFAH1B3 inh: 7

What do the screens show for `COc1cc2c[n+](C)c3c4ccccc4ccc3c2cc1OC`?
PAFAH1B2 inh: 4; PAFAH2 FP inh: 5; PAFAH1B3 inh: 0

How did COc1cc2c(cc1OC)C(c1ccc(Br)cc1)CC(=O)N2 (stereo not drawn) do in these assays?
PAFAH1B2 inh: 5; PAFAH2 FP inh: 0; PAFAH1B3 inh: 9

Results for O=[N+]([O-])c1ccc(CSc2nnc(-c3cccnc3)o2)cc1 ?
PAFAH1B2 inh: 1; PAFAH2 FP inh: -4; PAFAH1B3 inh: -1

Results for CN(C)N1C(=O)C2C3C=CC(O3)C2C1=O (stereo not drawn) ?
PAFAH1B2 inh: 2; PAFAH2 FP inh: -3; PAFAH1B3 inh: 10

How did O=C1CCn2c1c(O)c1ccccc1c2=O do in these assays?
PAFAH1B2 inh: 4; PAFAH2 FP inh: 12; PAFAH1B3 inh: 8

How did CCCCCc1c(C)nc(N2CCc3ccccc32)[nH]c1=O do in these assays?
PAFAH1B2 inh: 6; PAFAH2 FP inh: 3; PAFAH1B3 inh: 3

Results for Cc1oc2c(Cl)c(Cl)c(O)c(CN(C)C)c2c1C(=O)c1ccc(Cl)cc1 ?
PAFAH1B2 inh: 4; PAFAH2 FP inh: 6; PAFAH1B3 inh: 8

Next part, starting with the last two of the part before.
How did CCCCCc1c(C)nc(N2CCc3ccccc32)[nH]c1=O do in these assays?
PAFAH1B2 inh: 6; PAFAH2 FP inh: 3; PAFAH1B3 inh: 3

Results for Cc1oc2c(Cl)c(Cl)c(O)c(CN(C)C)c2c1C(=O)c1ccc(Cl)cc1 ?
PAFAH1B2 inh: 4; PAFAH2 FP inh: 6; PAFAH1B3 inh: 8

Results for CC1=CC(C)(C)NC(=S)N1c1ccc([N+](=O)[O-])cc1 ?
PAFAH1B2 inh: 5; PAFAH2 FP inh: -5; PAFAH1B3 inh: 4

How did COc1cccc(NC(=O)c2ccccc2OCc2c(C)noc2C)c1 do in these assays?
PAFAH1B2 inh: -2; PAFAH2 FP inh: -6; PAFAH1B3 inh: 5

Results for O=c1cc(Cc2ccc([N+](=O)[O-])cc2)[nH]c(=O)[nH]1 ?
PAFAH1B2 inh: 3; PAFAH2 FP inh: 5; PAFAH1B3 inh: -3

Results for CSc1nc(SCCO)c2sc3nc(-c4ccco4)c4c(c3c2n1)CC(C)(C)OC4 ?
PAFAH1B2 inh: -4; PAFAH2 FP inh: 10; PAFAH1B3 inh: 1

Results for Cc1ccc(C(C)(C)C)cc1S(=O)(=O)Nc1cccc(C(=O)N2CCN(c3ccccn3)CC2)c1 ?
PAFAH1B2 inh: 15; PAFAH2 FP inh: 3; PAFAH1B3 inh: 7

How did Cc1cn(CC(=O)NCCCn2ccnc2)c(=O)[nH]c1=O do in these assays?
PAFAH1B2 inh: 2; PAFAH2 FP inh: -2; PAFAH1B3 inh: 4

Results for O=S(=O)(c1ccccc1)c1ncc(C(F)(F)F)cc1Cl ?
PAFAH1B2 inh: 3; PAFAH2 FP inh: 1; PAFAH1B3 inh: 3

Results for O=S(=O)(c1cccc2nsnc12)N1CCc2ccccc21 ?
PAFAH1B2 inh: 6; PAFAH2 FP inh: 1; PAFAH1B3 inh: 0

What do the screens show for `COCCN(C(=O)COC(=O)C(C)(C)Oc1ccc(Cl)cc1)c1c(N)n(Cc2ccccc2)c(=O)[nH]c1=O`?
PAFAH1B2 inh: 8; PAFAH2 FP inh: 0; PAFAH1B3 inh: 9

How did Cc1ccc(S(=O)(=O)c2c(C)cc(C)nc2N2CCCCC2)cc1 do in these assays?
PAFAH1B2 inh: 5; PAFAH2 FP inh: -6; PAFAH1B3 inh: 0

How did O=S(=O)(c1cc(Cl)cc(Cl)c1)N1CCC2CC1c1cc(Cl)ccc12 (stereo not drawn) do in these assays?
PAFAH1B2 inh: 8; PAFAH2 FP inh: 0; PAFAH1B3 inh: 7

Results for COc1ccc(S(=O)(=O)N2CCN(C)CC2c2ccccc2)cc1OC (stereo not drawn) ?
PAFAH1B2 inh: 1; PAFAH2 FP inh: -1; PAFAH1B3 inh: 3

In the list so far, these have a thiophene ring, fused or not:
What do the screens show for `CC(C)N1CCN(Cc2cccs2)CC1CCO` (stereo not drawn)?
PAFAH1B2 inh: 5; PAFAH2 FP inh: -3; PAFAH1B3 inh: 10

Results for CSc1nc(SCCO)c2sc3nc(-c4ccco4)c4c(c3c2n1)CC(C)(C)OC4 ?
PAFAH1B2 inh: -4; PAFAH2 FP inh: 10; PAFAH1B3 inh: 1

This is a subset. The share of hits here may be higher or lower than overall.
